# Assay outcomes as filed in PubChem BioAssay.
# GC-A act – GC-A (human) enzyme activation; 370,000 compounds, 0.14% hits; HEK293 GC-A cells, cGMP TR-FRET, EC30 ANP; 0% at EC30 ANP, 100% saturating ANP; P16066; activation, % at 10 µM; in the data active = activation above about 40%
# Target sequence (P16066 whole entry, looked up): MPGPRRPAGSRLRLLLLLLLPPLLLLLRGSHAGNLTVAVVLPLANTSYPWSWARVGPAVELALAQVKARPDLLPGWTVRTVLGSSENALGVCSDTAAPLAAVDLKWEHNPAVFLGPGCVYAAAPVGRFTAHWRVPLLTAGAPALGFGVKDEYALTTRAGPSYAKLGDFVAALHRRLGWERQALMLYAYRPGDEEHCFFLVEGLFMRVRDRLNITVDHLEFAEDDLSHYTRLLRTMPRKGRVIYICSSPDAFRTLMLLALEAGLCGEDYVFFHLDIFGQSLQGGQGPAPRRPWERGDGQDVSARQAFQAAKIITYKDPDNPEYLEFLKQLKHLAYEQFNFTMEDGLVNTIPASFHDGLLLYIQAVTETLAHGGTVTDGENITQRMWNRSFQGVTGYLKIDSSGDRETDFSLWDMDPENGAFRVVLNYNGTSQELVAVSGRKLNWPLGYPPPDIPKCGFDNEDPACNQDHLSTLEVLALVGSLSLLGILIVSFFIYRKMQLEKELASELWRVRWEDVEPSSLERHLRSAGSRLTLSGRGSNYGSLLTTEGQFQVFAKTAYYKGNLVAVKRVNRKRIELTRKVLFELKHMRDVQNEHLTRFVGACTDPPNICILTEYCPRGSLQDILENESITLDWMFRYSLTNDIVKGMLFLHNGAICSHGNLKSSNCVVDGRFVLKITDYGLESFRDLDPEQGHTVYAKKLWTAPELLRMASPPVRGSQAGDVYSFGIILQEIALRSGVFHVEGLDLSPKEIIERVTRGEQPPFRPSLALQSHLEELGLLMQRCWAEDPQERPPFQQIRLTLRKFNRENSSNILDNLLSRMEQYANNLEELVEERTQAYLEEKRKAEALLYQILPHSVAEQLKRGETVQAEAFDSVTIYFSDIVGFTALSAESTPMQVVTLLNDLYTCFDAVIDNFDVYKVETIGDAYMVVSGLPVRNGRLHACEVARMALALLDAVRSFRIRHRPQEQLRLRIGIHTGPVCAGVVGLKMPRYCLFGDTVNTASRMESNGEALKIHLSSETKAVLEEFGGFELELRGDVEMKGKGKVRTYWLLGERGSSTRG
# ssDAF-12 act – S. stercoralis DAF-12 activation, primary screen | HEK293 ssDAF-12/GRIP1 lit1-tk-luc reporter, luminescence; % of 3 µM dafachronic acid response | activation, % at 6.8 µM | 370,000 compounds, 1% hits | AID 652126;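 active = activation above the mean over all tested compounds plus 3 SD, cut at about 0.9% in these data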;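 note: 0% = DMSO-only wells and 100% = 3 µM delta7-dafachronic acid wells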
# PG9 binder – PG9 antibody binding by small molecule. TR-FRET gp120-PG9 antibody binding. inhibition, % at 6.7 µM. 360,000 compounds, 0.43% hits. AID 624416; in the data active = inhibition above about 8.5%
# SMARCA2 activ – SMARCA2 function activation, primary screen; MG213 cells, MMTV-luciferase reporter, dexamethasone, overnight; 370,000 compounds, 1% hits; activation, % at 9.1 µM; in the data active = activation above about 7.8%;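 note: 0% = vehicle wells and 100% = reference activator wells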
# GAA850 FXN act – increases GAA850 frataxin promoter reporter activity. 360,000 compounds, 0.56% hits. AID 540364. HEK293 lucGAA850 FXN promoter luciferase reporter, 24 h; percent of 10 µM SAHA response. activation, % at 6 µM;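 active = activation above the average of all compounds screened plus 3 SD, cutoff fixed separately per campaign, cut at about 7.5% in these data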;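 note: 0% = DMSO wells and 100% = 10 µM SAHA wells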
# DAX1 inh-1 – inhibits human nuclear receptor DAX1 | P51843 | HEK293 Gal4-DAX1 luciferase reporter, luminescence | inhibition, % at 6.75 µM | 340,000 compounds, 0.99% hits | AID 504766;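 active = inhibition above the mean over all tested compounds plus 3 SD, cut at about 4.2% in these data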;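 note: 0% = DAX1-transfected cells with DMSO and 100% = empty-vector control cells with DMSO; inhibition shows as a rise in luminescence from relieved DAX1 repression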
# hcDAF12 agonist – activators of H. contortus DAF-12 nuclear receptor. HEK293 hcDAF-12 lit1-tk-luc reporter, luminescence; 0% DMSO, 100% Δ7-dafachronic acid. activation, % at 6.8 µM. 370,000 compounds, 1.4% hits. AID 652067;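 active = activation above the mean of all tested compounds plus 3 SD, cut at about 5.5% in these data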;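 note: 100% = response to 3 µM Δ7-dafachronic acid high control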
# ADAM17 inh – inhibitors of human ADAM17; P78536; recombinant ADAM17, EDANS/DABCYL FRET peptide cleavage; inhibition, % at 6.95 µM; 370,000 compounds, 0.83% hits; AID 720648;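 active = inhibition above the mean of compounds lying between control limits plus 3 SD, set per campaign, cut at about 8.5% in these data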;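 note: 0% = DMSO-only wells as the low control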
# ADAM10 inh – inhibitors of human ADAM10. O14672. recombinant ADAM10, EDANS/DABCYL FRET peptide cleavage, 3 h. inhibition, % at 7 µM. 370,000 compounds, 0.62% hits. AID 720582;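 active = inhibition above a per-campaign cutoff equal to the mean of compounds falling between control-based bounds plus 3 SD, cut at about 20% in these data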;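 note: 0% = DMSO wells while the 100% control is not disclosed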
# DAX1 inh-2 – DAX1 (NR0B1) inhibition, primary screen. HEK293T StAR-luciferase reporter, SF-1/DAX-1 repression relief. inhibition, % at 6.8 µM. 370,000 compounds, 1.1% hits. AID 652010;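 active = inhibition above the mean over all tested compounds plus 3 SD, cut at about 3.6% in these data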;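 note: 0% = DAX-1 cells with DMSO and 100% = cells lacking DAX-1 with DMSO; higher inhibition means more luminescence from relief of DAX-1 repression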
# hgDAF-12 ag – activates the H. glycines DAF-12 receptor ligand-binding domain; activation, % at 6.8 µM; HEK293 GAL4-hgDAF12 UAS-luciferase reporter, agonist luminescence; normalized to butyrate control; 370,000 compounds, 1.8% hits; AID 687014;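 active = activation above a cutoff set at the mean of all screened compounds plus 3 SD, cut at about 10% in these data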;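 note: 0% = DMSO wells and 100% = sodium butyrate wells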
# * = called active by the depositor; i = inactive; nt = not tested or not shown. Not a hit list; about 6.8% have a hit in one of these screens.
compound	DAX1 inh-2	hgDAF-12 ag	ADAM17 inh	ssDAF-12 act	ADAM10 inh	DAX1 inh-1	PG9 binder	SMARCA2 activ	GAA850 FXN act	hcDAF12 agonist	GC-A act
COC(=O)C(NC(=O)c1ccccc1)(Nc1cc(C)cc(C)n1)C(F)(F)F (configuration not stated)	0.0	1.7	-2	-1.0	2	0.9	0.2	-3	-1.8	-2.0	-9
COc1ccc(CCNC(=O)c2sc3nc4n(c(=O)c3c2C)CCC4)cc1	-0.7	1.0	-4	-1.4	-11	-0.9	-1.6	-6	0.5	0.2	-3
O=C1c2ccccc2-c2cccc(NS(=O)(=O)c3ccc(C(F)(F)F)cc3)c21	0.5	1.4	1	-1.0	-7	0.0	6.8	-2	1.0	-1.0	5
COc1cccc2cc(NC(=O)C3CCCCC3)c(=O)oc12	1.1	6.4	-2	-0.8	0	0.8	-0.5	12*	3.5	2.8	4
Cc1cc(C(=O)OCC(=O)Nc2ccc(F)c(F)c2)c(C)o1	-1.1	-1.5	1	-1.6	4	0.1	-1.0	-4	-2.1	-0.1	-2
CN(Cc1ccc(F)cc1)C(=O)COc1ccc2ccccc2c1	-0.1	0.1	-4	-0.5	8	-0.2	0.6	0	0.1	0.1	1
Cn1c(SCc2cccc([N+](=O)[O-])c2)nc2c(c1=O)SCC2	-1.1	-3.3	-5	-1.5	-1	-2.0	-0.8	-4	-0.9	-0.9	-10
COc1ccc(CC(N)c2csc(Nc3cc(Oc4ccccc4)ncn3)n2)cc1 (configuration not stated)	-0.9	-0.2	3	-1.2	5	nt	0.5	-4	1.2	-0.3	-9
O=C(Nc1ccccc1)c1cccc(S(=O)(=O)NC2CCCC2)c1	-2.9	-1.4	0	-1.4	-5	0.2	0.2	-2	-0.5	-3.4	3
O=C(Oc1ccccc1N1C(=O)C2CCCCC2C1=O)c1ccccc1F (configuration not stated)	-0.1	3.3	-2	0.0	-59	-0.5	-2.4	-1	1.9	4.5	0
O=C(CSCc1nc2scc(-c3cccs3)c2c(=O)[nH]1)Nc1ccccn1	-0.6	-2.9	-5	-1.2	0	1.3	-1.6	2	0.5	-1.2	-1
C=CCN1C(=O)C(C)(C)Nc2ccccc21	-0.3	-1.0	-3	-1.6	-2	1.9	-3.0	-2	-1.1	-0.9	4
Cc1cc(F)ccc1NC(=O)c1ccc(NS(=O)(=O)c2cc(C(C)(C)C)ccc2C)cc1	0.2	-3.0	4	-1.1	4	0.8	-0.2	-3	-1.4	-4.2	4
COC(=O)c1ccc(Oc2c(C)oc3c(CN4CCN(C)CC4)c(O)ccc3c2=O)cc1	0.9	1.0	i	-0.4	i	0.2	-0.5	-1	1.2	0.7	6
COc1ccc(NC(=O)c2cc(-c3ccccc3)nc3c2c(C)nn3-c2ccccc2)c(OC)c1	0.1	2.0	2	-0.3	8	-0.1	-0.4	4	1.3	0.1	-2
COc1ccc(-c2c(-c3ccc(OC)cc3O)nc(C)nc2C(F)(F)F)cc1	-0.1	-0.8	-5	-0.7	-4	0.2	-1.2	-1	1.0	-0.2	-7
COc1ccc(S(=O)(=O)NCC2CCCN(C(=O)CCSC)C2)cc1 (configuration not stated)	-1.0	-0.7	0	-0.8	-3	-0.2	0.4	0	0.0	1.7	-1
Cc1ccc(OCCCC(=O)Nc2cc(Cl)ccc2-n2cncn2)cc1	-1.6	-3.5	2	-1.5	3	-1.0	0.0	-1	-0.6	-0.1	-8
COc1cc(C(=S)N2CCCCC2)ccc1OCC(=O)N1CCCC1	0.7	-1.2	0	-1.0	3	-0.3	1.5	-1	-2.3	0.1	-1
COc1ccccc1C(=O)N1c2ccccc2Sc2ccccc21	-0.6	-3.1	2	-2.2	12	-2.3	-2.5	4	-2.0	-3.4	-22
O=S(=O)(c1ccccc1)N(c1ccccc1)S(=O)(=O)c1ccccc1	-1.1	1.4	7	-1.2	6	-0.5	1.3	-4	-1.7	-0.2	-4
CCOC(=O)N1CCC2(CC1)C(C#N)=C(N)OC1=C2C(=O)CCC1	0.4	1.5	-4	-1.4	-1	0.1	0.6	2	1.0	-0.1	1
COc1ccc2[nH]c(C(=O)N3CCC(CO)(Cc4cccc(C(F)(F)F)c4)CC3)c(C)c2c1	0.5	-2.3	2	-1.4	13	1.2	1.1	-3	0.6	-1.1	-4
CCO[C@H]1OC(C(N)=O)=C[C@@H](C2CCCCC2)[C@@H]1CCCO	0.1	0.8	0	-0.9	7	-0.8	0.1	-1	3.0	0.5	-2
CCOC(=O)c1ccc(Oc2nc(SC)nc(N(C)C)n2)cc1	0.0	-0.7	-1	-1.0	-2	0.1	0.1	0	-0.7	-3.0	1

# The closing 2 compounds of the part above open the next one.
compound	DAX1 inh-2	hgDAF-12 ag	ADAM17 inh	ssDAF-12 act	ADAM10 inh	DAX1 inh-1	PG9 binder	SMARCA2 activ	GAA850 FXN act	hcDAF12 agonist	GC-A act
CCO[C@H]1OC(C(N)=O)=C[C@@H](C2CCCCC2)[C@@H]1CCCO	0.1	0.8	0	-0.9	7	-0.8	0.1	-1	3.0	0.5	-2
CCOC(=O)c1ccc(Oc2nc(SC)nc(N(C)C)n2)cc1	0.0	-0.7	-1	-1.0	-2	0.1	0.1	0	-0.7	-3.0	1
CCN(CC(=O)Nc1c(F)cccc1F)C(=O)CSCC(=O)Nc1cccc(C)c1	-1.1	0.9	-1	-1.3	10	-0.8	-1.2	-3	2.5	-0.9	-3
CC(=O)Nc1ccc(S(=O)(=O)N2c3ccccc3C(C)=CC2(C)C)cc1	-0.2	-4.4	0	-0.6	-3	1.0	0.1	1	-2.2	1.5	-3
Cc1ccc(-c2csc(C(O)c3ccc(F)cc3)n2)cc1C (configuration not stated)	0.0	1.7	0	-1.0	-1	nt	-1.0	2	4.0	1.5	3
Cc1ccc(C)c(NC(=O)CN(C)C(=O)COc2cccc3c2OC(C)(C)C3)c1	-0.7	-1.2	1	-1.3	-3	0.5	1.5	-2	1.3	-1.3	-1
CCCCN(C(=O)c1cccc(S(=O)(=O)N2CCOCC2)c1)c1c(N)n(CCC)c(=O)[nH]c1=O	0.3	2.3	-3	-1.1	-11	2.7	-2.4	0	0.9	8.2*	-2
O=C(O)c1cc(S(=O)(=O)N2CCCCCC2)ccc1Cl	0.5	4.7	-1	-1.4	5	0.8	-1.8	2	-0.6	-0.7	-2
CC(=O)N/C(=C/c1ccc2c(c1)OCO2)C(=O)N1CCOCC1	0.3	1.2	3	-1.4	-1	2.2	-0.6	-4	-0.3	0.9	-1
O=S(=O)(NNC(=S)NCC1CCCO1)c1cc(Cl)ccc1Cl (configuration not stated)	0.9	-1.1	-5	-0.8	1	0.7	-2.1	3	0.8	-1.7	3
C/C(=N\NC(=O)c1csc2ccccc12)c1ccc(O)cc1	-0.3	-0.2	-3	-1.2	-4	-1.4	2.5	2	-2.5	-1.6	9
COc1ccc2oc(=O)c(/C(N)=N/NC(=O)c3ccncc3)cc2c1	-0.3	-1.7	-33	-1.3	-73	-0.7	-1.3	7	1.4	0.3	2
CCCCn1c(SCC(=O)NCc2cccs2)nc2c1c(=O)n(C)c(=O)n2C	0.8	4.2	-3	-1.3	-5	-0.1	-2.1	1	0.7	2.0	-2
CCOC(=O)C1=C(N)N(c2ccc(C)cc2)C2=C(C(=O)CCC2)C1c1cccs1 (configuration not stated)	-0.2	-2.4	-2	-0.9	-1	0.7	0.2	-5	1.8	-0.4	-8
Cc1ccc(C2=CC(c3cccs3)n3nnnc3N2)cc1 (configuration not stated)	-0.3	1.8	-13	1.0*	-42	1.1	0.5	0	4.6	3.5	9
O=c1c2[nH]c3ccccc3c2nc2n1CCCS2	-0.3	3.9	-8	0.5	-1	nt	0.5	2	2.3	2.9	-2
COc1cc(C(C(=O)NC2CCCCC2)N(Cc2cccs2)C(=O)Cc2c[nH]c3ccccc23)cc(OC)c1OC (configuration not stated)	-1.4	-1.6	3	-1.0	-5	-3.0	0.1	-1	-3.9	-2.7	-22
CCCCn1c(C)nc2cc(S(=O)(=O)N3CCOCC3)ccc21	1.9	-0.2	-6	-0.8	-17	1.1	2.2	-3	-1.3	-2.2	2
COC(=O)Nc1nc2c(s1)CCCC2	-0.2	1.8	-2	0.2	0	-0.6	-0.3	2	4.6	-1.6	3
O=C(/C=C/c1ccc(S(=O)(=O)N2CCOCC2)cc1)N1CCN(c2ccc(F)cc2)CC1	-2.1	-3.4	-5	-2.4	-11	-3.3	0.8	-4	-1.9	-3.4	-2
Oc1cncc(Cc2ccccc2)c1	-0.1	0.4	-3	-1.7	0	0.2	-1.8	-1	0.0	-0.5	2
O=C(Nc1cccc(S(=O)(=O)NC2=NCCCCC2)c1)C1COc2ccccc2O1 (configuration not stated)	-0.9	-0.8	0	-1.3	4	0.4	-0.5	-4	-1.5	-1.7	-3
CCN(CC)CCCNC(=O)Cn1nc([N+](=O)[O-])c(Cl)c1C	-0.4	3.1	0	-1.5	7	3.6	-2.9	7	0.8	-0.7	-1
CN(CC(=O)Nc1ccccc1Cl)C(=O)CSc1nnc(-c2ccco2)o1	-0.3	5.8	4	-1.1	0	0.0	-0.4	2	2.6	1.8	4
NC(=O)C1CCN(c2ccnc(Cl)n2)CC1	nt	-0.7	0	-0.6	3	nt	nt	nt	nt	-1.6	1
O=C(CSc1nccc(=O)[nH]1)Nc1cccc2ccccc12	0.2	-0.4	-3	-0.7	1	-0.1	-0.6	-1	-0.5	-1.5	0
CSCCC(NS(=O)(=O)c1ccc2c(c1)oc(=O)n2C)C(=O)NCc1ccc(C)cc1 (configuration not stated)	0.4	1.1	-5	-1.3	3	1.7	0.0	1	2.3	-1.4	0
CCCCn1c(SCC(=O)NNC(=O)c2ccco2)nnc1-c1ccco1	0.2	0.7	-5	-0.3	-9	nt	-0.7	2	0.6	-1.4	2
Cc1ccc(C(C)NC(=O)c2cccs2)cc1 (configuration not stated)	-0.6	0.2	1	-1.4	-1	1.3	-1.3	2	-0.5	0.1	-4
CCOC(=O)CN=C(NS(=O)(=O)c1ccc(Cl)cc1)c1ccccc1	-0.5	-0.5	2	-0.9	7	1.3	-3.9	1	-0.3	-1.6	2
CCCOc1cccc(C2C(C(=O)c3cccs3)=C(O)C(=O)N2CCN2CCOCC2)c1 (configuration not stated)	0.0	1.3	-7	-1.1	-3	-0.5	0.0	-1	-0.2	-0.4	3
CC(=O)NC1=NC(=O)/C(=C/c2cc(C)n(-c3ccc(NC(C)=O)cc3)c2C)S1	0.1	-0.3	0	-1.8	5	-0.7	-2.7	4	1.1	-0.1	-5
CC(=Nc1ccc(Cl)cc1N)c1c(O)cc(C)oc1=O	9.8*	24*	-3	1.6*	-18	nt	-1.7	9.0*	nt	10*	-2
